COUP-TFII inh: blocks human COUP-TFII nuclear receptor. P24468. HEK293T NGFI-A luciferase reporter, luminescence. inhibition, % at 8.6 µM. 370,000 tested, 0.7% active;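 active = inhibition above a per-plate cutoff, mean inhibition of test wells between control levels plus 3 SD, cut at about 38% in these data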;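 also: cells cotransfected with COUP-TFII expression vector driving the NGFI-A reporter; 0% = median of COUP-TF2 test wells and 100% = reporter-only cells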
Target sequence (P24468 whole entry, looked up): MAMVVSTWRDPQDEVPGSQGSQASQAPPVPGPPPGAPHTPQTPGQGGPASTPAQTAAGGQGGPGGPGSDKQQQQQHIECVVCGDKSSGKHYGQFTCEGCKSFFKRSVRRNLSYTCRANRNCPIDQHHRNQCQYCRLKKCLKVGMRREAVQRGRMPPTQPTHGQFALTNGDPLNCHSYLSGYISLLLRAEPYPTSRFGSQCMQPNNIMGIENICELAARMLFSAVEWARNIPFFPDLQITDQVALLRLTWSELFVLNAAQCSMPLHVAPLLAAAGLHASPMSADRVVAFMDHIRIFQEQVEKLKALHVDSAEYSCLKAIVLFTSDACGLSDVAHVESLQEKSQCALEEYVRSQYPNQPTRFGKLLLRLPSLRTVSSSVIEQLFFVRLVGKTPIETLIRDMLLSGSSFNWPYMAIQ
An asterisk follows results filed as active.

Results for Clc1ccc2[nH]c3c(NCC4CCCO4)ncnc3c2c1 (centres undefined) ?
COUP-TFII inh: 15

How did CN1CC[C@@H]2CN(S(=O)(=O)c3ccccc3)[C@H](c3ccccc3Br)C[C@@H]21 do in these assays?
COUP-TFII inh: -1

Results for Cc1ccc(Cn2cc(CN(C)S(=O)(=O)c3ccccc3Br)nn2)cc1 ?
COUP-TFII inh: -2

Results for COc1cccc(C(=O)N(CCN2CCOCC2)Cc2ccc(OC)c(OC)c2)c1 ?
COUP-TFII inh: 8

Results for CC(C)[C@H](N)C(=O)N[C@@H](Cc1ccccc1)C(=O)N1CCC2CCN(S(=O)(=O)c3ccccc3)CC21 (some centres undefined) ?
COUP-TFII inh: 5

How did Cc1ccc2nc3n(c(=O)c2c1)-c1ccccc1C(=O)NC3CC(C)C (centres undefined) do in these assays?
COUP-TFII inh: -4

Results for COC(=O)c1ccc(CSc2nc3sc(C(=O)O)c(C)c3c(=O)[nH]2)cc1 ?
COUP-TFII inh: -2

What do the screens show for `CC/C(=N\NS(C)(=O)=O)c1ccccc1`?
COUP-TFII inh: 4

Results for CC1(NC(=O)c2ccc(C#Cc3cccc(F)c3)cn2)COC1 ?
COUP-TFII inh: -6

What do the screens show for `Cc1cccc(-c2nnc(SCC(=O)c3ccc(F)cc3)n2C)c1`?
COUP-TFII inh: -9

Quoted at random: 3 records from the list
Results for COC(=O)c1ccc(CSc2nc3sc(C(=O)O)c(C)c3c(=O)[nH]2)cc1 ?
COUP-TFII inh: -2

What do the screens show for `CC/C(=N\NS(C)(=O)=O)c1ccccc1`?
COUP-TFII inh: 4

Results for Clc1ccc2[nH]c3c(NCC4CCCO4)ncnc3c2c1 (centres undefined) ?
COUP-TFII inh: 15

Next structures.
Results for COc1ccc(C(C(=O)N(C)C2CCCC2)N(Cc2ccc(F)cc2)C(=O)c2cc(C)[nH]n2)cc1OC (centres undefined) ?
COUP-TFII inh: -18

Results for O=C1N(CCCO)CCC12CCCCC2 ?
COUP-TFII inh: 13

Results for CCNc1ccccc1 ?
COUP-TFII inh: -11

Results for COc1ccc(C)cc1NC(=O)c1cnc2sccn2c1=O ?
COUP-TFII inh: -17

How did COC(=O)[C@@]12CCCCC3=C1N(CCC3)C(=O)[C@H]2CC(=O)NCCCN1CCCC1=O do in these assays?
COUP-TFII inh: -17

Results for C[C@H]1[C@H](NC(=O)c2cccc(Cl)c2)CC[C@@]23CCCN2C(=O)CCC[C@@H]13 ?
COUP-TFII inh: -3

Results for COC(=O)[C@]12C[C@H](CC(=O)NCC3CCCCC3)C(=O)N(CCC3=CCCCC3)C1=C[C@H](C(C)(C)C)O[C@@H]2C ?
COUP-TFII inh: 7

What do the screens show for `COc1cc(C(=O)NC2CCCCN(Cc3ccc(Cl)cc3)C2=O)cc(OC)c1OC` (centres undefined)?
COUP-TFII inh: 11

How did Cc1ccccc1OCCCN1CCC(C(O)(c2ccccc2)c2ccccc2)CC1 do in these assays?
COUP-TFII inh: -21

How did COc1cccc(CNC(=O)[C@H]2CCCN2C(=O)[C@H]2CCCN2C(=O)N2CCCCC2)c1 do in these assays?
COUP-TFII inh: 3

What do the screens show for `O=C(Nc1ccc(F)cc1)OC1CC2CC1[C@H]1CCCCN1[C@H]2Cc1ccccc1` (some centres undefined)?
COUP-TFII inh: 5

How did Cc1ccc(CN2CCCCC(NC(=O)c3ccc(COc4ccccc4)cc3)C2=O)cc1 (centres undefined) do in these assays?
COUP-TFII inh: 51*

Results for Cc1ccc(-n2c(C)c([N+](=O)[O-])c3ccc(O)cc32)cc1 ?
COUP-TFII inh: 30

Results for Cc1nnc(SCc2nc3sc4c(c3c(=O)[nH]2)CCCC4)n(N)c1=O ?
COUP-TFII inh: 7

Results for CCCCNC(=O)C[C@H]1C[C@@]2(C(=O)OC)C(=C[C@H](COCc3ccccc3)O[C@@H]2C)N(Cc2ccccc2)C1=O ?
COUP-TFII inh: 13

What do the screens show for `O=C(NCc1ccc(Cl)cc1)C1CCCN(c2nc3ccccc3o2)C1` (centres undefined)?
COUP-TFII inh: 19

How did O=C(NCC1COc2ccccc2O1)c1ccc(NC(=O)C(Cl)Cl)cc1 (centres undefined) do in these assays?
COUP-TFII inh: -34

How did COC(=O)C1CN(CCc2ccccc2)CCS(=O)(=O)N1Cc1ccc(Cl)cc1 (centres undefined) do in these assays?
COUP-TFII inh: 1

Results for COC(=O)[C@]12C[C@H](CC(=O)NCc3ccc(OC)c(OC)c3)C(=O)N(Cc3cccc4ccccc34)C1=C[C@H](C(C)(C)C)O[C@@H]2C ?
COUP-TFII inh: 1

Results for CC1(c2nnnn2C2CCCCC2)CCCC(=O)N1CCc1ccc(O)cc1 (centres undefined) ?
COUP-TFII inh: -12

What do the screens show for `Nc1[nH]c(C(=O)c2ccc(Br)cc2)c(-c2ccc3ccccc3c2)c1C(=O)NCCc1c[nH]c2ccccc12`?
COUP-TFII inh: 11

What do the screens show for `CCCC[C@H]1C2CC(OC(=O)NCc3ccccc3)C(C2)[C@H]2CCCCN21` (some centres undefined)?
COUP-TFII inh: 2

How did C[C@H]1/C=C/CC(=O)N[C@@H](c2ccccc2)[C@@H](C)/C=C/CC(=O)N[C@H]1c1ccccc1 do in these assays?
COUP-TFII inh: -6

Results for COc1ccc(Cn2ccc3ccc(-c4ccc5ccn(Cc6ccc(C#N)cc6)c5c4)cc32)cc1 ?
COUP-TFII inh: -4

How did C/C(C=NNC(=O)c1cc(-c2ccc(Cl)cc2)n[nH]1)=C\c1ccccc1 do in these assays?
COUP-TFII inh: -5

What do the screens show for `COc1cc(NC(=O)C(OC(=O)CNC(=O)c2ccccc2)c2ccccc2)cc(C(F)(F)F)c1` (centres undefined)?
COUP-TFII inh: 30

What do the screens show for `COC(=O)c1cccc(C23CC4(C2)[C@H](CN(Cc2ccc(C(F)(F)F)cc2)[C@@H]4c2ccccc2)C3c2ccc(C(F)(F)F)cc2)c1` (some centres undefined)?
COUP-TFII inh: 10

How did CN1C(c2ccccc2)CC(C)(O)CC1c1ccccc1 (centres undefined) do in these assays?
COUP-TFII inh: 17

Results for N#CCC[C@H]1CC[C@]2(CCCN(S(=O)(=O)c3ccccc3)C2)O1 ?
COUP-TFII inh: 0

What do the screens show for `Cc1ccc(NC(=O)Cc2nnc(SCC(=O)c3ccc(Br)cc3)n2C)cc1Cl`?
COUP-TFII inh: 6

Results for C=CCN1C[C@@H](COCc2ccccc2)Oc2cccc(F)c2S1(=O)=O ?
COUP-TFII inh: 5

How did O=C(Cc1ccc2c(c1)OCO2)N1CCC(n2nc(-c3ccccc3)oc2=O)CC1 do in these assays?
COUP-TFII inh: -6

Results for Cc1[nH]nc(N)c1N=Nc1ccc(Br)cc1 ?
COUP-TFII inh: 1

What do the screens show for `CCCN1CCS(=O)(=O)N(Cc2cn(Cc3ccc(F)cc3)nn2)C(C(=O)OC)C1` (centres undefined)?
COUP-TFII inh: -10

How did CCCCN(C)c1nc(C)nc2c1nnn2Cc1ccccc1 do in these assays?
COUP-TFII inh: 6

What do the screens show for `CN(CCCOC(=O)c1occ2ccccc12)C1CN(Cc2cn(Cc3ccccc3Cl)nn2)S(=O)(=O)C1` (centres undefined)?
COUP-TFII inh: 14

How did COc1ccc(-n2c(COc3ccc(Cl)cc3)nnc2SCC(=O)Nc2ccc3c(c2)OCO3)cc1 do in these assays?
COUP-TFII inh: 7

What do the screens show for `CC1=NN(C(N)=S)C(=O)C1N=Nc1ccc(C)cc1C` (centres undefined)?
COUP-TFII inh: -50

What do the screens show for `COc1ccc(S[C@]2(C(=O)N3CCCC3)CC(=O)N(c3ccccc3OC)[C@@H]2c2ccc(OC)cc2)cc1`?
COUP-TFII inh: 25

What do the screens show for `CCC(C)c1ccc(NC(=O)CSc2nnc(-c3cccc(C)c3)n2C)cc1` (centres undefined)?
COUP-TFII inh: -29

How did Cc1ccc(N(C(=O)c2ccn[nH]2)C(C(=O)NC2CCCC2)c2cccs2)cc1 (centres undefined) do in these assays?
COUP-TFII inh: 14

Results for C[C@@H]1COc2cccc(N3CCSCC3)c2S(=O)(=O)N1C ?
COUP-TFII inh: -11

What do the screens show for `COC(=O)[C@H](CC(C)C)N(CCCc1cn(Cc2ccc(C)cc2)nn1)S(=O)(=O)c1ccccc1Br`?
COUP-TFII inh: 7

What do the screens show for `O=C(CCc1ccccc1)N[C@H]1[C@H](OC(=O)c2ccco2)CCC[C@]12C(=O)N(Cc1ccccc1)c1ccccc12`?
COUP-TFII inh: 9

How did O=C(CSc1nnc(COc2ccc(Cl)cc2)n1Cc1ccco1)Nc1ccc(OCc2ccccc2)cc1 do in these assays?
COUP-TFII inh: 5

What do the screens show for `Nn1c(SCC(=O)NC2CCCCC2)nnc1-c1cc(-c2ccc(Cl)cc2)n[nH]1`?
COUP-TFII inh: 0

Results for CSCCC(c1nc2ccccc2[nH]1)n1c(/C=C/c2ccc(Cl)cc2)nc2ccccc21 (centres undefined) ?
COUP-TFII inh: 22

What do the screens show for `O=C(NC1CCCCN(Cc2cccc(F)c2)C1=O)c1cccc(F)c1` (centres undefined)?
COUP-TFII inh: 7

Results for COc1ccc(CN2C[C@@]3(O)CC[C@@H](O)[C@@H](OC)[C@@H]3[C@@]2(C)[C@H](O)CC=C(C)C)cc1 ?
COUP-TFII inh: 19

What do the screens show for `COC(=O)c1cc2c(c3c4cc(C#N)ccc4n(S(=O)(=O)c4ccc(C)cc4)c13)C(=O)N(C)C2`?
COUP-TFII inh: -4

How did CCOC(=O)[C@]12CCCC=C1N(CCCOC)C(=O)[C@@H]2CC(=O)NCCc1ccccc1OC do in these assays?
COUP-TFII inh: -21

What do the screens show for `O=C(OC12CCCN(C1)/C(=C/c1cccnc1)C2)C1CCCCC1` (centres undefined)?
COUP-TFII inh: 22

Results for O=C(Cn1cc(COC(=O)c2c3ccccc3cc3ccccc23)nn1)c1ccc(O)cc1 ?
COUP-TFII inh: -16

How did COc1ccc(C(=O)OCCCN(C)C2CN(Cc3cn(Cc4ccccc4F)nn3)S(=O)(=O)C2)cc1OC (centres undefined) do in these assays?
COUP-TFII inh: -13

Results for NC(=O)C1CCN(c2nc(-c3ccc(Oc4ccccc4)cc3)cs2)CC1 ?
COUP-TFII inh: 4

What do the screens show for `Cc1ccccc1N(C)C(=O)C1CCCN1S(=O)(=O)c1cccc2cccnc12` (centres undefined)?
COUP-TFII inh: -5

What do the screens show for `CC(C)[C@@H]1C(=O)N[C@H](Cc2cn(S(=O)(=O)c3ccccc3)c3ccccc23)C(=O)N1C`?
COUP-TFII inh: -2

What do the screens show for `CCCCOCCCNC(=O)C[C@H]1C[C@@]2(C(=O)OC)C(=C[C@H](COCc3ccccc3)O[C@@H]2C)N(Cc2cccc3ccccc23)C1=O`?
COUP-TFII inh: 15

How did CCOC(=O)[C@]12CCCCC/C=C\1N(Cc1ccc(OC)cc1)C(=O)[C@H]2CC(=O)N1CCCCC1 do in these assays?
COUP-TFII inh: 8

What do the screens show for `COCCN=C1S/C(=C\c2cc(C)n(-c3ccc(F)cc3F)c2C)C(=O)N1C`?
COUP-TFII inh: 3

Ordered by molar mass (falling): some entries from above
What do the screens show for `CCCCOCCCNC(=O)C[C@H]1C[C@@]2(C(=O)OC)C(=C[C@H](COCc3ccccc3)O[C@@H]2C)N(Cc2cccc3ccccc23)C1=O`?
COUP-TFII inh: 15

How did COc1ccc(C(=O)OCCCN(C)C2CN(Cc3cn(Cc4ccccc4F)nn3)S(=O)(=O)C2)cc1OC (centres undefined) do in these assays?
COUP-TFII inh: -13

What do the screens show for `CC(C)[C@@H]1C(=O)N[C@H](Cc2cn(S(=O)(=O)c3ccccc3)c3ccccc23)C(=O)N1C`?
COUP-TFII inh: -2

Results for O=C(Cn1cc(COC(=O)c2c3ccccc3cc3ccccc23)nn1)c1ccc(O)cc1 ?
COUP-TFII inh: -16

What do the screens show for `Cc1ccccc1N(C)C(=O)C1CCCN1S(=O)(=O)c1cccc2cccnc12` (centres undefined)?
COUP-TFII inh: -5

What do the screens show for `COCCN=C1S/C(=C\c2cc(C)n(-c3ccc(F)cc3F)c2C)C(=O)N1C`?
COUP-TFII inh: 3

(continued)
How did COC(=O)[C@]12C[C@H](CC(=O)N3CCC(c4ccccc4)CC3)C(=O)N(CCC3=CCCCC3)C1=C[C@H](C(C)C)O[C@@H]2C1CC1 do in these assays?
COUP-TFII inh: -8

How did COC(=O)[C@]1(CNS(=O)(=O)c2ccc(F)cc2)CC(=O)N(C)[C@@H]1c1ccccc1 do in these assays?
COUP-TFII inh: -18

Results for Cc1ccc(OCc2nnc(SCC(=O)c3ccc(-c4ccccc4)cc3)n2Cc2ccco2)cc1 ?
COUP-TFII inh: 18

How did COc1ccc(C(C(=O)N(C)C2CCCC2)N(Cc2ccc(F)cc2)C(=O)c2ncn[nH]2)cc1OC (centres undefined) do in these assays?
COUP-TFII inh: -14

Results for CCOC(=O)c1cccc(NC(=O)CN(C)S(=O)(=O)c2ccc(-c3cocn3)s2)c1 ?
COUP-TFII inh: -17

Results for CCNC(=S)N/N=C/c1ccc(F)cc1 ?
COUP-TFII inh: 3

What do the screens show for `C[C@H](O)[C@@H]1CN2CCc3ccc(-c4ccc5c(c4)OCO5)cc3[C@@H]2C[C@@H]1N(C)Cc1cc(Cl)cc(Cl)c1`?
COUP-TFII inh: -15

How did C/C(=N\NC(=O)Cc1cccs1)c1ccco1 do in these assays?
COUP-TFII inh: -17

What do the screens show for `CC(C)CC(O)(CC(C)C)c1cn(C(=O)N(c2ccccc2)c2ccccc2)nn1`?
COUP-TFII inh: -2

What do the screens show for `Cc1ccc(C)c(NC(=O)CCS(=O)(=O)c2ccccc2)c1`?
COUP-TFII inh: -6

What do the screens show for `CCCCCCCCN1C(=O)[C@@H](CC(=O)NCc2ccc(OC)c(OC)c2)C[C@@]2(C(=O)OC)C1=C[C@H](C1CCCC1)O[C@@H]2C`?
COUP-TFII inh: 4

How did Cc1cccc(NC(=O)n2ccc3ccc(-c4ccc5cc[nH]c5c4)cc32)c1 do in these assays?
COUP-TFII inh: -1

How did O=C(O)c1ccc(/C=N/NC(=O)C2CC2(c2ccccc2)c2ccccc2)cc1 (centres undefined) do in these assays?
COUP-TFII inh: 6

How did CC(=O)OC[C@H]1O[C@H](C#Cc2ccc(C(C)(C)C)cc2)C=C[C@H]1OC(=O)Nc1ccccc1 do in these assays?
COUP-TFII inh: 13

How did Nc1ccn([C@@H]2O[C@H](C(=O)NCC(=O)N3CCOCC3)[C@@H](O)[C@H]2O)c(=O)n1 do in these assays?
COUP-TFII inh: -5

These rows are one share of the data; the hit share may differ from the screen's.
